Screens as filed in PubChem.
TDP-43 yeast inh: qHTS of TDP-43 Inhibitors; TDP-43 expressing yeast growth rescue, BacTiter-Glo, 24 h; Potency, µM (highest dose often 46.1 µM), without a hit: top-dose growth rescue (activation), most hits filed as activators; hit rate 1.8% among 410,000; AID 652104, 2013; further: % of control where 0% means no effect; nearly all actives have a fitted effect of over 50% in size
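Readout is BacTiter-Glo luminescence of cell growth, so inhibitors register as activators. TDP-43-expressing yeast at OD600=0.02 in galactose medium, after raffinose pregrowth to mid-log, were incubated with compound for 24 hr at 30 deg C.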
GLP-1R agonist: qHTS of GLP-1 Receptor Agonists. Potency, µM (highest dose often 45.6 µM), inactives show at the top dose activation, hits mostly activators. Glucagon-like peptide 1 receptor (Homo sapiens), P43220. HEK293 GLP-1R CRE-luciferase, luminescence, 4-6 h; cells express a hypersensitive GLP-1R form. hit rate 0.007% among 380,000; further: % of control where 0% means no effect
Target sequence (P43220 whole entry, looked up): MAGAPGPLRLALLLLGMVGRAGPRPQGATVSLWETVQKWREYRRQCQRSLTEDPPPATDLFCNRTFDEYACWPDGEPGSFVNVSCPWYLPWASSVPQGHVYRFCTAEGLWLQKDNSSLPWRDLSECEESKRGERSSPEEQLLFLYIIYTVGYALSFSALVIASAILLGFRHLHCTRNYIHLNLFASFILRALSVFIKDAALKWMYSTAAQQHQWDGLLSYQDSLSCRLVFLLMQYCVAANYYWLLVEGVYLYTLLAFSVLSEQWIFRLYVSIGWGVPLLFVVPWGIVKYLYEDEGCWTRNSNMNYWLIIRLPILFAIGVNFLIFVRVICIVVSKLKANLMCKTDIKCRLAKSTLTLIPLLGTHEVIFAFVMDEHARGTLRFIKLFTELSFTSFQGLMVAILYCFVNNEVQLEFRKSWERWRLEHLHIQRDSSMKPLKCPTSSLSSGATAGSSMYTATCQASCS
GLP1R inv ag: qHTS of GLP-1 Receptor Inverse Agonists (Inhibition Mode); Glucagon-like peptide 1 receptor (Homo sapiens), P43220; HEK293 GLP-1R CRE-luciferase, luminescence, 24 h; GLP-1R form is constitutively active; Potency, µM (highest dose often 38.3 µM), for inactives: top-dose activity change, negative = inhibition, most hits filed as inhibitors; hit rate 1.6% among 410,000; further: on the % scale 0 is the no-effect control and ±100 the full control effect; nearly all actives have a fitted effect of over 55% in size
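Cells are plated, allowed 12 hours at 37 deg C, then treated with compounds for 24 hr before luciferase detection reagent is added and luminescence is read after 12 min at room temperature. The HEK293 line carries constitutively active GLP-1R with a cAMP-responsive reporter.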
HEK293 tox: qHTS of GLP-1 Receptor Inverse Agonists: Cytotox Screen | HEK293 cAMP-luciferase reporter cells, luminescence, 24 h | Potency, µM (top dose mostly 38.3 µM), for inactives: top-dose activity change, negative = inhibition, most hits filed as inhibitors | hit rate 0.13% among 410,000 | AID 624418, 2012;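 further: loss of luciferase light is scored as toxicity; on the % scale 0 is the no-effect control and ±100 the full control effect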
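Compound-treated cells are incubated 24 hr at 37 deg C under 5% CO2 after a 12 hour attachment period, then luciferase detection reagent is added and luminescence is measured following 12 min at room temperature; lowered signal indicates toxicity.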
HT1080-NT tox: qHTS for induction of synthetic lethality in tumor cells producing 2HG: qHTS for the HT-1080-NT fibrosarcoma cell line; HT-1080-NT fibrosarcoma viability, CellTiter-Glo ATP luminescence, 48 h; Potency, µM (highest dose often 46.1 µM), for inactives: top-dose activity, negative = less viability, most hits filed as cytotoxic; hit rate 1.6% among 360,000; AID 686970, 2013;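 further: NT is the 2HG producing partner of a matched IDH1 knockdown line; 0% = DMSO-treated cells and -100% = media-only wells without cells; nearly all actives have a fitted effect of over 55% in size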
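750 cells/well, RPMI + 5% FBS; 2 h settle, compound pin-transfer, 48 h at 37 degrees C. CellTiter-Glo 10 min RT, luminescence. Normalized to DMSO and media-only wells.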
HT1080 IDH1KD tx: qHTS for induction of synthetic lethality in tumor cells producing 2HG: qHTS for the HT-1080-IDH1KD cell line. HT-1080 IDH1 knockdown viability, ATP luminescence, 48 h. Potency, µM (highest dose often 46.1 µM), for inactives: at the top dose activity, negative = toxicity, usual class: cytotoxic. hit rate 2% among 360,000;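 further: 0% = DMSO wells and -100% = cell-free medium wells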
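Luminescent ATP read-out (CellTiter-Glo, 10 min at room temperature) after 48 h compound exposure at 37 °C gave viability of IDH1-knockdown HT-1080 cells. Activity was normalised to DMSO and cell-free wells, then fitted as concentration-response curves.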
KB-3-1 tox: qHTS assay for MDR1-selective chemotherapeutics: Primary screen using the parental adenocarcinoma cell KB-3-1. KB-3-1 viability, CellTiter-Glo ATP luminescence, 72 h. Potency, µM (series often up to 46.1 µM), for the others: at the highest dose activity change, negative = cytotoxic, hits mostly cytotoxic. hit rate 1.4% among 400,000. AID 1347075, 2019; further: on the % scale 0 is the no-effect control and ±100 the full control effect; nearly all actives have a fitted effect of over 60% in size
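72 h, 37 °C compound treatment of KB-3-1 parental cells; CellTiter-Glo added, 10 min, luminescence read. Data corrected against DMSO-only plates and normalized before curve fitting.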
SW480 rereplic: A quantitative high throughput screen for small molecules that induce DNA re-replication in SW480 colon adenocarcinoma cells. SW480 DNA re-replication, Hoechst DNA content imaging, 48 h. Potency, µM (highest dose often 46.1 µM), without a hit: top-dose re-replication activation, usual class: activators. hit rate 1.8% among 340,000; further: % of control where 0% means no effect; nearly all actives have a fitted effect of over 55% in size
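Quantitative HTS format with DMSO vehicle controls; 48 hr drug incubation at 37 C, then 40 min Hoechst staining and scanning imager measurement at 405 nm excitation.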
KB-V1 MDR tox: qHTS assay for MDR1-selective chemotherapeutics: Primary screen using the drug-selected MDR subline cells KB-V1 | KB-V1 MDR cells viability, CellTiter-Glo, 72 h | Potency, µM (top dose mostly 46.1 µM), without a hit: at the highest dose activity change, negative = cytotoxicity, hits mostly cytotoxic | hit rate 3.4% among 400,000 | AID 1347076, 2019; further: on the % scale 0 is the no-effect control and ±100 the full control effect; nearly all actives have a fitted effect of over 60% in size
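Readout: CellTiter-Glo luminescence, 10 min after addition. Cells: KB-V1 MDR subline, 72 h at 37 degrees C with compound. Analysis: corrected, normalized data fitted to concentration-effect curves.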
* = called active by the depositor; ? = inconclusive; . = not tested or not shown; & = joins results of further samples; [ ] = another dose, or the depositor's remark. The call rests on the fitted dose curve; in most records, active means well fitted curve in the direction sought with a large enough effect; inconclusive means small, poorly fitted or top-dose-only effect, or another doubt; inactive means no such curve, though single readings can be large; an effect the other way counts as inactive or inconclusive. Potency means the concentration at half of the fitted maximal effect.

Every second line gives: TDP-43 yeast inh | GLP-1R agonist | GLP1R inv ag | HEK293 tox | HT1080-NT tox | HT1080 IDH1KD tx | KB-3-1 tox | SW480 rereplic | KB-V1 MDR tox
O=C1C=C(c2cccs2)CC(c2cccs2)C1n1cnc([N+](=O)[O-])c1 (centres undefined)
    20% | -7% | 9% | -3% | -16% | 2%[9.24 µM] | -17% | -7% | -33%
CC1CC(C)(C)N(C(=O)CN2C(=O)c3ccccc3C2=O)c2ccccc21 (centres undefined)
    ? | 10% | ? | -9% | 4% | 0% | -5% | 6% | -12%
CCOC(=O)N1CCN(Cc2nc3cc(NC(=O)CC(C)C)ccc3n2C)CC1
    16% | 5% | 0% | 4% | 4% | 6% | 0% | -13% | -5%
Cc1ccc(NC(=O)C2CCCN(S(=O)(=O)c3c(C)noc3C)C2)c(C)c1 (centres undefined)
    -19% | 4% | -9% | 5% | -3% | 1% | 2% | ? | -4%
Fc1ccccc1Cn1c(-c2ccccc2)nc2ccccc21
    22µM* | . | ? | -18% | . | . | ? | . | ?
CSc1ccc(C(=O)C2CCCN(Cc3ccc(N4CCNC4=O)cc3)C2)cc1 (centres undefined)
    -15%[9.22 µM] | 19% | ? | -13% | -3% | -29% | -3% | -4% | 1%
Cc1ccc(S(=O)(=O)Oc2ccccc2/C=N/Nc2ccc(C(=O)O)cc2)cc1
    -15% | -1% | ? | ? | -20% | -24% | 10% | ? | ?
Nc1cc(S(=O)(=O)Nc2ccc(Br)cc2)ccc1Cl
    ? | 3% | ? | -4% | -18% | ? | -15% | 3% | -14%
Cc1ccccc1C(=O)NC1CCCN(Cc2ccccc2F)C1 (centres undefined)
    6% | -1% | -12% | 4% | 0% | -7% | 4% | -7% | -11%
Cc1ccc(N2CC(C(=O)Nc3nccs3)CC2=O)cc1Cl (centres undefined)
    -24% | -5% | ? | ? | -26% | 3% | ? | 18% | 7.3µM*
CN(Cc1ccccc1)C(=O)C1CCN(S(=O)(=O)Cc2ccccc2)CC1
    ? | . | -3% | -16% | . | . | 16% | . | -13%
Cn1cc(CNCc2ccccc2OCC(O)CN2CCc3ccccc3C2)cn1 (centres undefined)
    -1% | -2% | 8.9µM* | ? | -9% | -6% | ? | 0% | -28%
Cc1cc(C(=O)N2CCN(Cc3ccccc3)CC2)on1
    16% | -5% | 1% | 9% | 8% | 12% | 4% | 1% | 21%
CSc1ccc(S(=O)(=O)NCCOc2ccccc2C)cc1
    0% | 13% | -16% | 14% | ? | -12% | 11% | 4% | ?
CC1CCCCC12NC(=O)N(CC(=O)OCC(=O)NCc1ccc(F)cc1)C2=O (centres undefined)
    4% | -2% | 16% | 0% | 17%[9.24 µM] | 17% | 0% | 2% | ?
COc1cccc(-c2c(C(=O)N/N=C/c3ccoc3)nnn2-c2nonc2N)c1
    -10% | 5% | 40%[activator] | -5% | 5% | 8% | 21% | -1% | ?
CSCCC(NC(=O)COc1ccccc1)C(=O)OC(C)C(=O)Nc1ccccc1C (centres undefined)
    25% | 1% | -1% | 7% | -1% | 2% | 2% | 15% | 12%
CN1COc2ccc3ccccc3c2C1
    -12%[0.397 µM] | 7% | 15% | 20% | 16% | 10% | 23% | -1% | 27%
CC(C)OCCCN1CN(S(=O)(=O)c2ccccc2)c2nc3ccccc3nc21
    0% | 9% | 2% | -9% | 4% | 8% | -3% | 9% | -2%
COC(=O)Nc1ccc2c(c1)N(C(=O)CCN(C)C)c1ccccc1CC2
    4% | 4% | -3% | -1% | 12% | -1% | ? | 14% | 14%

Three compounds out of the list, ordered by heavy-atom count, low to high:
Every second line gives: TDP-43 yeast inh | GLP-1R agonist | GLP1R inv ag | HEK293 tox | HT1080-NT tox | HT1080 IDH1KD tx | KB-3-1 tox | SW480 rereplic | KB-V1 MDR tox
CN1COc2ccc3ccccc3c2C1
    -12%[0.397 µM] | 7% | 15% | 20% | 16% | 10% | 23% | -1% | 27%
Cc1cc(C(=O)N2CCN(Cc3ccccc3)CC2)on1
    16% | -5% | 1% | 9% | 8% | 12% | 4% | 1% | 21%
CSc1ccc(C(=O)C2CCCN(Cc3ccc(N4CCNC4=O)cc3)C2)cc1 (centres undefined)
    -15%[9.22 µM] | 19% | ? | -13% | -3% | -29% | -3% | -4% | 1%

The listing continues:
Every second line gives: TDP-43 yeast inh | GLP-1R agonist | GLP1R inv ag | HEK293 tox | HT1080-NT tox | HT1080 IDH1KD tx | KB-3-1 tox | SW480 rereplic | KB-V1 MDR tox
CC(=O)C1=C(C)N(Cc2ccccc2)C(=O)N[C@H]1CCc1ccccc1
    18% | 1% | -18% | 9% | 1% | 0% | -15% | -1% | -12%
COc1ccc(NC(=O)C2Cc3c(-c4cccc(F)c4)ccnc3O2)cn1 (centres undefined)
    0% | 4% | -30% | -18% | -11% | -29% | ? | . | ?
COc1ccc(-c2cc(=O)c3cc(OC)ccc3[nH]2)cc1
    14% | -4% | ? | -9% | -2% | -2% | -29% | -9%[9.22 µM] | 4%
Cc1ccc(OCC(=O)NCCNC(=O)c2cnccn2)cc1C
    -2% | 9% | 4% | -3% | 11% | -2% | 4% | 2% | -4%
Cc1cc(C)cc(NC(=S)N2CCN(Cc3ccccc3)CC2)c1
    -22% | 9% | -41% | 0% | 21% | 3% | 7% | -22% | -9%
CCCc1nnc(NC(=O)CN2C(=O)c3ccccc3S2(=O)=O)s1
    0% | -7% | 6% | -10% | 21% | 12% | 4% | -7% | 19%
Cc1ccc(CNCc2cc(Cl)ccc2O)cc1
    -15% | 5% | -29% | -11% | -6% | 0% | 7% | -1% | 9%
Cc1ccc(NC(=O)Nc2ncnc3nc[nH]c23)cc1
    12% | 1% | 13% | -3% | 16% | 18% | 12% | 13% | 2%
Cn1cc(CC(=O)NCCCN2CCCC2=O)c2ccccc21
    -1% | -3% | 8% | ? | -10% | -2% | 0% | 0% | -12%
CNS(=O)(=O)c1cccc(C(=O)NCC(c2cccs2)N(C)C)c1 (centres undefined)
    8% | -11% | -7% | 3% | -2% | 1% | 14% | -3% | 5%
COC(=O)c1cn(C(=O)c2ccc(C)cc2C)c2ccccc12
    -5%[9.22 µM] | 0% | 5µM* | -12% | ? | 6.5µM* | ? | 8.2µM* | -25%
CCCCNC(=O)CCn1nc(-c2ccc(Cl)cc2)c2ccccc2c1=O
    ? | 12% | ? | 3%&-10% | -3% | -14% | 1%&1% | -1% | -24%&-33%
CCc1ccc(OC2(C)CCN(Cc3ccccc3OC(F)F)C2)cc1 (centres undefined)
    5% | -7% | ? | 2% | ? | -24% | 0% | . | 1%
CCC(C)NC(=O)c1ccccc1NC(=O)C1COc2ccccc2O1 (centres undefined)
    7% | 19% | 4% | -10% | 4% | 0% | 2% | 16% | ?
Cc1cc(C)cc(NS(=O)(=O)c2cc3[nH]c(=O)c(=O)[nH]c3cc2C)c1
    2%&8% | 9% | -3%&13% | -16%&3% | -2% | 6% | 7%&0% | -3% | ?
COc1ccc(C2CC(c3cccs3)=NN2C(=O)CSc2nc3ccccc3o2)cc1 (centres undefined)
    18% | -2% | ? | -13% | -3% | -2% | ? | 16% | -28%
N=c1n(Cc2ccccc2)c2ccccc2n1Cc1ccccc1
    -10% | -11% | -25% | -4% | ? | -25% | ? | 23µM* | 18µM*
COc1nn(CC(=O)N2N=C(C)CC2(O)C(F)F)cc1[N+](=O)[O-] (centres undefined)
    3% | -19% | 5% | -1% | 17% | 15% | -5% | -26% | 9%
Cc1ccc(Nc2n[nH]c(=S)s2)cc1
    12% | 5% | 9% | -9% | 1% | -5% | -6% | . | -6%
Cc1nc(-c2ccccn2)sc1C(=O)Nc1ccc(F)cc1F
    11% | 6% | 28% | 1% | -13% | 6% | 5% | -10% | 10µM*
O=C(Nc1ccccc1)c1ccc(CSc2ncccn2)cc1
    7% | 5% | 9% | -7% | -3% | -27% | -4% | -4% | -14%
Cc1ccc(C(=O)N[C@H](C(=O)N2CCN(c3ncccn3)CC2)C(C)C)cc1
    -4% | -1% | 4% | 1% | -3% | -6% | 2% | . | -7%
CCOC(=O)c1ccc(NC(=S)NNC(=O)C2(C)CC2(Cl)Cl)cc1 (centres undefined)
    15% | -6% | 2% | -4% | ? | ? | 8% | 2% | -1%
COc1cc(/C=C/C(=O)OCC(=O)Nc2cccc(F)c2)ccc1O
    19% | 9% | 0% | 11% | -8% | -5% | 17% | 0% | 0%

A few values from the list:
For TDP-43 yeast inh, CCOC(=O)c1ccc(NC(=S)NNC(=O)C2(C)CC2(Cl)Cl)cc1 (centres undefined) has 15%
For HEK293 tox, O=C(Nc1ccccc1)c1ccc(CSc2ncccn2)cc1 has -7%

Reprinted at random: four records from the list.
Every second line gives: TDP-43 yeast inh | GLP-1R agonist | GLP1R inv ag | HEK293 tox | HT1080-NT tox | HT1080 IDH1KD tx | KB-3-1 tox | SW480 rereplic | KB-V1 MDR tox
O=C(Nc1ccccc1)c1ccc(CSc2ncccn2)cc1
    7% | 5% | 9% | -7% | -3% | -27% | -4% | -4% | -14%
CCOC(=O)c1ccc(NC(=S)NNC(=O)C2(C)CC2(Cl)Cl)cc1 (centres undefined)
    15% | -6% | 2% | -4% | ? | ? | 8% | 2% | -1%
COc1cc(/C=C/C(=O)OCC(=O)Nc2cccc(F)c2)ccc1O
    19% | 9% | 0% | 11% | -8% | -5% | 17% | 0% | 0%
Cc1ccc(C(=O)N[C@H](C(=O)N2CCN(c3ncccn3)CC2)C(C)C)cc1
    -4% | -1% | 4% | 1% | -3% | -6% | 2% | . | -7%
